Compound activity from PubChem.
rTrxR1 inhibitor – rat TrxR1 inhibition; Potency, µM (highest dose often 114 µM), without a hit: at the highest dose activity change, negative = inhibition, usual class: inhibitors; recombinant rTrxR1, NADPH fluorescence consumption, selenite substrate; hit rate 1% among 390,000; O89049; note: potency is the fitted concentration of half-maximal effect; % is set by controls: 0 for no effect and ±100 for the full control effect; nearly all actives have a fitted effect of over 65% in size
Target sequence (O89049 whole entry, looked up): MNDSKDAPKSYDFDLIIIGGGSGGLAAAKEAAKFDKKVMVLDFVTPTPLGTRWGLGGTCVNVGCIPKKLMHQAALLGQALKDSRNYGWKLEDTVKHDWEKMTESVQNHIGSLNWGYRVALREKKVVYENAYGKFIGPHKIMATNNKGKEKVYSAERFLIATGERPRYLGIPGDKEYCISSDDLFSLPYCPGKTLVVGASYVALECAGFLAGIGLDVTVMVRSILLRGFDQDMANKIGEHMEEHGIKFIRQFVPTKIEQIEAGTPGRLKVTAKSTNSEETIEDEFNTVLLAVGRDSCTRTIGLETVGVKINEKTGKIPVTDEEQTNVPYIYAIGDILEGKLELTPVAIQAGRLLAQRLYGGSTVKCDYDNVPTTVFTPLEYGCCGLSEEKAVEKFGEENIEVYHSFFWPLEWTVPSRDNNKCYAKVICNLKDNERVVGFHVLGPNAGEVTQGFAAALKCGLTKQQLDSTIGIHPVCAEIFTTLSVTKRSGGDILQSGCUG
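Rat TrxR1 (90 nM in the dispensed reagent) was pre-reduced with 400 uM NADPH for 5 min at room temperature, then incubated with compound for 15 min. After 400 uM selenite was added, NADPH fluorescence (Ex 340/Em 450 nm) was followed for 8 min.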
RGS4 inhibitor – inhibitors of human regulator of G protein signaling 4; P49798; Transcreener GDP fluorescence polarization, RGS4-accelerated GTP hydrolysis; hit rate 0.039% among 390,000; AID 504845; Potency, µM (doses to about 114 µM), for inactives: at the top dose activity change, negative = inhibition, hits mostly inhibitors; note: potency is the fitted concentration of half-maximal effect; % is set by controls: 0 for no effect and ±100 for the full control effect; nearly all actives have a fitted effect of over 75% in size; some results filed as inactive show a strong effect at the top dose
Target sequence (P49798 whole entry, looked up): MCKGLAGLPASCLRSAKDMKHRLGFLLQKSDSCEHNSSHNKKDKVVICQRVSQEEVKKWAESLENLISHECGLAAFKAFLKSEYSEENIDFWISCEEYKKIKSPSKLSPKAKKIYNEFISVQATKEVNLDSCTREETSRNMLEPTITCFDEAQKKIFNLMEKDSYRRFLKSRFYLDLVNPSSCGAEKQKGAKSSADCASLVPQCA
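MLSMR compounds (23 nl, pin-transferred) preincubated 10 min at room temperature with a 500nM (2x) first reagent, then RGS4 at 900nM (2x) plus Transcreener GDP mix added; fluorescence polarization (620/688 nm) read before and after 90 min at 30 °C.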
Glioma ERSR ind – inducers of ER stress response in human glioma cells; U87-MG GRP78 promoter luciferase reporter, 16 h; Potency, µM, for the others: top-dose activation, actives largely listed as activators; hit rate 0.02% among 420,000; note: potency is the fitted concentration of half-maximal effect; series mostly up to about 76 µM; % of control where 0% means no effect; nearly all actives have a fitted effect of over 35% in size
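ERSR induction read as luciferase luminescence (Bright-Glo, 10 min at room temperature) in stably transfected human U87-MG glioma cells exposed to compounds for 16 h, using GRP78 as sensor.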
USP1-UAF1 inh – blocks the human USP1/UAF1 deubiquitinase complex | O94782 | recombinant USP1/UAF1, Ub-Rhodamine cleavage fluorescence | Potency, µM (titrated, usually from 57.1 µM), inactives show at the top dose activity change, negative = inhibition, hits mostly inhibitors | hit rate 0.23% among 390,000 | AID 743255; note: potency is the fitted concentration of half-maximal effect; % is set by controls: 0 for no effect and ±100 for the full control effect; nearly all actives have a fitted effect of over 60% in size; inactives centre near -12
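Step one: compound is pinned into 1nM USP1/UAF1 in HEPES pH 7.8 buffer with TCEP. Step two: 15 min room-temperature incubation. Step three: Ub-Rho (150nM final) starts cleavage, tracked by fluorescence over six one-minute reads.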
mIDH1 inhibitor – human IDH1 R132H inhibition; O75874; IDH1-R132H enzyme, NADPH consumption, diaphorase/resazurin fluorescence; Potency, µM (highest dose often 76.6 µM), without a hit: at the top dose activity change, negative = inhibition, most hits filed as inhibitors; hit rate 0.093% among 390,000; note: potency is the fitted concentration of half-maximal effect; % is set by controls: 0 for no effect and ±100 for the full control effect; nearly all actives have a fitted effect of over 65% in size
Target sequence (O75874 whole entry R132H, stated change not applied): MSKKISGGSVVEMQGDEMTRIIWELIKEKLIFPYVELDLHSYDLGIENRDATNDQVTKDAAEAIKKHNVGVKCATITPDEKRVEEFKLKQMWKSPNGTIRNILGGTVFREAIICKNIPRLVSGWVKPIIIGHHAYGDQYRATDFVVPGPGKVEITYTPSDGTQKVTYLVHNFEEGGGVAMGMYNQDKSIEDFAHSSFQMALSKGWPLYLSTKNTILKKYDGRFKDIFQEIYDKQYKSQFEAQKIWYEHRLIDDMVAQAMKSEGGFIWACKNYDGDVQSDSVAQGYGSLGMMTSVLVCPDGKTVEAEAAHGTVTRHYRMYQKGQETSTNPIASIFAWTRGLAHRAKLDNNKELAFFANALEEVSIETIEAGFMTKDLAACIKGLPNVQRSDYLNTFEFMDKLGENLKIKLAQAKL
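IDH1-R132H (0.5 ug/mL) preincubated 30 min with compound, then NADPH (0.016 mM) and alpha-KG (2 mM) added; 80 min at RT, pH 7.5. Remaining NADPH coupled via diaphorase/resazurin to fluorescence (540/590 nm); concentration-response curves normalized to no-enzyme control.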
LDHA block – blocks human lactate dehydrogenase A. P00338. purified LDHA, NADH/diaphorase-resazurin fluorescence; active compounds read low. activity change, % (values are at about 110 or 230 µM). hit rate 0.15% among 480,000; in the data active = activity change below about -30%; inconclusive = mostly about -25% to -30%;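 note: plate controls were DMSO wells for no effect and wells without enzyme for full effect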
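Human LDH5 at 2 nM final in Tris HCl pH 7.4 with 0.06 mM NADH and 0.2 mM pyruvate, reacted 5 minutes at room temperature. Remaining NADH coupled via diaphorase/resazurin; resorufin fluorescence read at 0 and 20 minutes, normalized to enzyme-free and DMSO wells.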
Vif-APOBEC3F blk – inhibitors of Vif-A3F interaction. hit rate 0.2% among 390,000. AID 602313. HeLa A3F-eYFP + Vif (tagged APOBEC3F with the HIV-1 protein that degrades it), YFP fluorescence increase. Potency, µM (doses to about 46.1 µM), for the others: top-dose activity, negative = active; note: potency is the fitted concentration of half-maximal effect; % of control where 0% means no effect; nearly all actives have a fitted effect of over 65% in size
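HeLa cells stably expressing A3F-eYFP plus Vif, plated and incubated overnight at 37 deg C, then exposed to compounds overnight at 37 deg C. Blocked degradation read as raised yellow fluorescence (Ex 488/Em 500-530).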
Vif-APOBEC3G blk – Vif-A3G binding inhibition. Q9HC16. HeLa A3G-eYFP + Vif (tagged APOBEC3G with the HIV-1 protein that degrades it), YFP fluorescence, overnight. Potency, µM (highest dose often 46.1 µM), for the others: top-dose activity, negative = active, usual class: inhibitors. hit rate 0.076% among 410,000. AID 602310;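 note: potency is the fitted concentration of half-maximal effect; % is set by controls: 0 for no effect and ±100 for the full control effect; nearly all actives have a fitted effect of over 60% in size; hits raise eYFP signal because A3G escapes Vif-driven loss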
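HeLa cells stably expressing Vif and C-terminally eYFP-tagged A3G, seeded overnight at 37 deg C, then exposed to compound by pintool overnight at 37 deg C. Rise in yellow fluorescence (Ex 488/Em 500-530, Acumen) marks blocked Vif-driven A3G degradation.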
TrxR1 substrate – substrates of rat thioredoxin reductase 1; hit rate 0.01% among 390,000; purified TrxR1 substrate turnover, NADPH consumption readout; O89049; Potency, µM (highest dose often 114 µM), inactives show at the highest dose activity change, negative = substrate turnover; note: potency is the fitted concentration of half-maximal effect; % is set by controls: 0 for no effect and ±100 for the full control effect; nearly all actives have a fitted effect of over 50% in size
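Rat TrxR1, dispensed at 90 nM, was prereduced with 400 uM NADPH (final) for 5 min at ~22 deg C, then incubated with compound 15 min before 400 uM selenite. A first-read NADPH fluorescence drop versus no-compound background flagged substrates.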
Numbers without * were called inactive; ? = inconclusive; nt = not tested or not shown; & = joins results of further samples; [ ] = dose if it differs, or a comment. Unless noted, calls come from the whole dose curve; as a rule, active = well fitted curve in the direction sought with a large enough effect; inconclusive = small, poorly fitted or top-dose-only effect, or another doubt; inactive = no such curve, though single readings can be large; an effect the other way counts as inactive or inconclusive.

SMILES	rTrxR1 inhibitor	RGS4 inhibitor	Glioma ERSR ind	USP1-UAF1 inh	mIDH1 inhibitor	LDHA block	Vif-APOBEC3F blk	Vif-APOBEC3G blk	TrxR1 substrate
CCn1cc(CN2CCC(C(=O)Nc3cccc(-c4cccc(OC)c4)c3)CC2)c(C)n1	-4.7%	-10.3%	-3.9%	-5.9%	10.9%	3.4	1.5%	4.6%	-5.0%
CC1(C)OC(=O)C(=CNn2cnc3ccccc3c2=O)C(=O)O1	1.1%	-14.6%	5.0%	-24.3%	-2.0%	-2.5	-0.9%	-0.6%	-11.5%
Cc1cc([N+](=O)[O-])nn1CCCC(=O)Nc1ccc(Cl)cc1Cl	19.1%	-5.0%	-3.1%	-20.4%	0.0%	-5.4	-16.2%	-9.9%	3.9%
Cn1cccc1C(=O)Nc1ccc(N2CCOCC2)cc1	-5.4%	32.6%	-11.3%	-7.9%	-16.6%	-0.4	-0.6%	-0.3%	-3.8%
CN1CCCN(C(=O)c2cc(=O)[nH]c3ccccc23)c2nc3ccccc3nc21	8.2%	-13.5%	-4.6%	-21.0%	-0.4%	0.2	0.3%	0.2%	2.6%
Cc1ccc(-c2cc(C(F)(F)F)c(C#N)c(SCC(=O)O)n2)cc1	16.4%[57.1 µM]	-3.1%&-7.2%	9.5%&8.7%	-10.9%&-13.5%	8.2%&-3.6%	-2.2&-3.4	1.1%&2.8%	0.0%&0.3%	-5.1%[57.1 µM]
CC(=O)c1cc(F)c(N2CCN(c3ccc([N+](=O)[O-])cc3F)CC2)cc1C	-2.2%	3.8%	-3.7%	3.8%	-2.0%	-1.6	-0.1%	-0.2%	7.5%[57.1 µM]
CCNC(=S)NNC(=O)c1ccc(OC)cc1	4.7%	-1.3%	-0.4%	-19.4%	8.8%	0.9	4.6%	2.9%	6.0%
Cc1[nH]c2ccccc2c1/C=N/NC(=O)CNC(=O)c1ccco1	8.1%[2.29 µM]	-1.8%	-4.2%	-10.0%	20.8%	-6.1	-1.5%	-0.7%	-3.3%[57.1 µM]
Cc1ccccc1CS(=O)(=O)Cc1ccc(C(=O)NCCCN2CC(C)CC(C)C2)o1 (stereo not drawn)	23.0%	18.8%	-1.5%	-31.3%	7.5%	-3.9	-43.9%	0.3%	8.1%
Cc1ccc(NC(=O)Cn2c(CCC(=O)O)ccc2-c2cccs2)cc1	?	1.0%&-6.0%	-2.5%&1.2%	-15.7%&-10.1%	-13.9%&-3.8%	-1.7&-7.2	-4.5%&-0.1%	-2.5%&-8.9%	10.0%&12.8%
Cc1onc(-c2ccccc2)c1C(=O)NC(C)CCc1ccccc1 (stereo not drawn)	13.5%	16.2%	-1.6%	6.2%	-1.7%	-4.8	8.2%	2.2%	-1.5%
c1ccc2cc(C3OCC4(CCCC4)CO3)ccc2c1	nt	nt	0.8%	-6.6%	7.4%	-8.2	-24.3%	-3.5%	nt
CC1Oc2ccccc2N(CC(=O)c2cccc(Cl)c2)C1=O (stereo not drawn)	28.4%	-29.4%	4.1%	-21.8%	-0.7%	0.6	-0.4%	2.9%	0.7%
C#CCSc1nc(C)cc(C(=O)OCC)c1C#N	0.9%	3.5%	1.9%	-13.1%	-5.0%	-0.2	11.2%	-2.3%	-2.8%
O=C(Nc1ccc(Cl)cc1)N(CCCN1CCOCC1)Cc1cccs1	12.6%	22.2%	0.8%	-8.3%	-13.6%	-9.3	3.8%	0.3%	-0.6%
CCOC(=O)C(=CNc1ccc(Oc2cncc(Cl)c2)nc1)C(=O)OCC	16.6%[57.1 µM]	-8.5%	-5.2%	-6.2%	-0.7%	-3.4	-14.1%	-1.1%	-1.7%[57.1 µM]
Cc1cc(Cl)ccc1OCc1nnc2n1CCCCC2	16.4%	6.5%	-2.2%	-16.0%	0.5%	-4.6	0.7%	0.6%	3.5%
O=C1CC(c2cccc(Br)c2)C2=C(CCCC2=O)N1 (stereo not drawn)	-11.6%	15.1%	-5.5%	-2.3%	-4.1%	-1.1	1.2%	0.7%	14.2%
CCCSc1cc(=O)n(-c2ccc(F)cc2)nc1C(=O)OCC	19.4%[57.1 µM]	-20.6%	-0.3%	-1.1%	2.3%	-0.8	-8.5%	0.5%	4.0%
NC(=O)Nc1ccc(C(=O)OCC(=O)Nc2cccc(S(=O)(=O)NC3=NCCC3)c2)cc1	20.4%	15.0%	-6.2%	-19.5%	0.6%	-3.6	-1.9%	-4.9%	8.7%
CC(=O)Nc1ccc(NC(=O)c2nc(S(=O)(=O)Cc3ccccc3)ncc2Cl)cc1	15.0%	20.3%	-14.8%	-15.9%	-11.2%	-4.6	5.6%	?	-2.0%
O=C(CCc1ccccc1)NC(=S)Nc1ccc2c(c1)C(=O)OC2	12.1%	12.5%[56.9 µM]	-4.1%	-21.2%	-5.8%	-0.7	9.2%	0.0%	-2.3%
CCOc1ccc(C(=O)NC(=S)Nc2ccccn2)cc1[N+](=O)[O-]	4.1%[57.1 µM]	15.7%	4.7%	0.8%	2.3%	-9.5	-8.7%	-6.8%	3.1%[57.1 µM]
Cc1noc(-c2ccc(N3CCCCC3)c([N+](=O)[O-])c2)n1	2.1%	-12.2%	0.6%	-26.6%	29.1%	1.0	-1.6%	3.0%	-6.6%

(listing goes on)
SMILES	rTrxR1 inhibitor	RGS4 inhibitor	Glioma ERSR ind	USP1-UAF1 inh	mIDH1 inhibitor	LDHA block	Vif-APOBEC3F blk	Vif-APOBEC3G blk	TrxR1 substrate
CC(C)c1ccc(NC(=O)N2c3ccccc3Sc3ccccc32)cc1	-13.7%	9.7%	-2.8%	-3.8%	-12.8%	-11.8	4.7%	2.2%	-5.5%
CCOc1ccc(Cn2c(CNS(=O)(=O)c3cccc(Cl)c3)nc3cccnc32)cc1	26.1%[57.1 µM]	3.1%	-2.6%	-9.4%	-6.7%	-8.5	5.0%	5.5%	5.1%[57.1 µM]
CCCCCCC1/C(=N/O)CCC1C(=O)OC (stereo not drawn)	1.7%	-18.0%	-2.7%	-16.7%	1.6%	-5.3	-4.8%	-4.0%	-1.8%
COc1ccccc1NC(=O)c1ccc(-c2ccc(Br)cc2)o1	24.6%	-1.4%[11.4 µM]	1.6%	-11.1%	-1.2%	-4.6	1.7%	?	73.9%
COc1ccc(CN2C(=O)C(C)Oc3ccccc32)cc1 (stereo not drawn)	19.3%	13.0%	-0.9%	-22.7%	9.2%	2.5	-8.7%	2.5%	11.0%[2.29 µM]
COc1ccc(C)cc1S(=O)(=O)N(C)CC(=O)NC1CC1	19.5%[57.1 µM]	11.9%	2.3%	-1.5%	0.7%	0.1	-4.8%	2.0%	6.5%[57.1 µM]
CCN1CCN(c2ccc(NC(=O)c3ccc4c(c3)[nH]c(=O)n4Cc3ccc(F)cc3)cc2)CC1	-7.0%	-12.3%	-7.2%	-11.4%	3.2%	2.1	2.0%	-7.7%	-10.2%
CCC1CCCCN1S(=O)(=O)c1ccc(C(=O)Nc2nnc(C3CC3)o2)cc1 (stereo not drawn)	8.3%	3.0%	-2.6%	-23.1%	-13.9%	3.3	0.5%	5.6%	-2.3%
Cc1cc(C)n(-c2ncnc3sc4c(c23)CCCC4)n1	31.3%	-1.0%	-3.3%	-11.6%	0.5%	-2.6	0.6%	-9.9%	33.1%[activator]
CCN(CC)CCn1c2ccccc2c(=O)c2c(O)ccc(O)c21	10.0%[11.4 µM]	?	-4.7%	?	21.9%	31.0	11.5%	-0.2%	6.8%[11.4 µM]
CN(CC(=O)Nc1ccccc1Cl)C(=O)Cn1nnc(-c2ccc(F)cc2)n1	24.3%	-48.3%	-1.2%	-7.7%	5.4%	-7.1	10.5%	0.0%	9.5%[57.1 µM]
Cc1ccc(S(=O)(=O)N2CCCCC2)cc1NC(=O)c1ccc2c(c1)OCO2	14.6%[57.1 µM]	8.4%	-1.9%	-1.6%	5.1%	-6.2	-0.3%	-3.3%	-10.1%
O=C1CCC/C(=N/Nc2ccc(Cl)cc2)C1	?	-48.9%	7.8%	-17.9%	-1.4%	7.3	1.7%	-6.4%	-1.1%
Cc1ccc(OCCCn2c(CCNC(=O)C3CCCCC3)nc3ccccc32)c(C)c1	13.2%	-3.7%	-3.9%	-25.0%	7.8%	-1.3	0.9%	0.7%	6.4%
CC(C)(O)C#Cc1ccc(C(=O)NCc2cccs2)s1	2.3%	-25.6%	9.9%	-17.0%	4.8%	1.4	-12.8%	2.0%	3.3%[57.1 µM]
O=C(CC1SC(=O)N(c2ccccc2)C1=O)Nc1ccccc1 (stereo not drawn)	-8.9%	?	7.8%	-13.4%	7.3%	9.6	-12.8%	1.7%	-1.6%
CN(C)c1ccc([N+](=O)[O-])cc1C(=O)O	-21.3%	9.1%	-6.1%	-8.8%	11.7%	-2.4	4.6%	0.8%	-17.6%
Cc1ccc(C)c(OCC(=O)O/N=C(\N)c2cccnc2)c1	12.7%	21.9%	5.7%	-17.1%	12.1%	0.6	0.6%	-8.5%	1.8%
CC1CCC2(CC1)NC(=O)N(CC(=O)Nc1ccc(N3CCCCC3)cc1)C2=O (stereo not drawn)	nt	nt	-3.2%	?	-0.4%	0.8	2.8%	-1.7%	nt
COc1ccc(S(=O)(=O)N2CCN(CC(=O)c3[nH]c(C)c(C(C)=O)c3C)CC2)cc1OC	-13.6%	-3.6%	-2.7%	-18.2%	1.5%	-0.2	-17.5%	-0.6%	-5.4%

Not all compounds are listed; the hit share may differ from the screen's.
